# Bioassay records (PubChem BioAssay)
# MgcRacGAP inhibition: MgcRacGAP GTPase-activating activity inhibitors, confirmation, biochemical, ADP Hunter fluorescence. MgcRacGAP-stimulated Rac1 GTP hydrolysis, ADP Hunter fluorescence; higher % means a stronger effect; GST-tagged Rac1 F28L mutant substrate. one-dose inhibition, % at 30 µM; IC50 in µM for titrated hits. hit rate 0.6% among 340,000;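 active = first-screen hits whose inhibition reached a set limit at any dose in the follow-up dose series; inconclusive = inhibition above the set first-screen limit but never retested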;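 note: fluorescence reports GDP produced by GAP-driven GTP hydrolysis; strong numbers were not always called active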
# Yfh1-depleted yeast: mitochondrial function rescue without frataxin homolog – Friedreich's ataxia, plus single-dose screen, dose response (AID 1465); S. cerevisiae Yfh1-off respiration, WST-1 reduction, 72 h; higher fold induction means a stronger effect; fold induction at 50 µM; hits with a dose series show EC50 in µM; hit rate 0.074% among 220,000;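 active = fold induction of absorbance versus untreated yeast above a set limit, then at least 30% activation at any dose in follow-up; inconclusive = repeats straddling the limit, or above it without dose testing; inactive = fold induction below the set limit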;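 note: activators that raise dye reduction in frataxin-depleted yeast; strong numbers were not always called active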
# NTR1 ag: agonists of NTR1, primary screen, imaging, U2OS cells, beta-arrestin-GFP, high content (AID 493036); P30989; activation, % at 20 µM; NTR1-U2OS beta-arrestin-GFP spot imaging, agonist mode; hit rate 0.17% among 330,000;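 active = activation at or above 40% of the spot to cytoplasm intensity ratio, with at least 20 cells analyzed; inconclusive = wells under 20 cells, flagged as cytotoxic or low count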;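 note: 0% = DMSO without peptide and 100% = 100 nM NTR1 peptide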
# Target sequence (P30989 whole entry, looked up): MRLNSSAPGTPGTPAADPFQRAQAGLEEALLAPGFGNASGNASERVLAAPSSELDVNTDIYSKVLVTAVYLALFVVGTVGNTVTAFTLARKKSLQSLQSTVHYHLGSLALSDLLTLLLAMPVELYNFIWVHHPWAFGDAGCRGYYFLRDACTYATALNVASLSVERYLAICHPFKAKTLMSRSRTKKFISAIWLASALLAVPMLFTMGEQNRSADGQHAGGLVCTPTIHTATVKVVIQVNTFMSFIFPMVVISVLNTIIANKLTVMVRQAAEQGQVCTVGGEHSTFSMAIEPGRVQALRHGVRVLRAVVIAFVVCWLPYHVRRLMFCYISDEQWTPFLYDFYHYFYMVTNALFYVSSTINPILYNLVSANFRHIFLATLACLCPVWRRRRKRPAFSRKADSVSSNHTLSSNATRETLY
# GPR55 beta-arrestin: selective activators of receptor GPR55 – imaging, U2OS cells, beta-arrestin-GFP redistribution, primary screen (AID 1961); hit rate 0.048% among 290,000; U2OS GPR55 beta-arrestin-GFP redistribution imaging; higher % means a stronger effect; activation, % at 10 µM; hits with a dose series show EC50 in µM;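 active = activation above 40% with more than 50 cells counted in the well; inconclusive = wells holding fewer than 50 cells, flagged as toxic or sparse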;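 note: U2OS osteosarcoma cells stably expressing GPR55 and beta-arrestin-GFP; plate controls were DMSO negative control for no effect and LPI positive control for full effect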
# AID2073: inhibitors of Mint1-CaV2.2 protein interaction, biochemical, HTRF (AID 2073); HTRF protein-protein interaction, Mint1-CaV2.2; higher % means a stronger effect; one-dose inhibition, % at 20 µM; IC50 in µM for titrated hits; hit rate 0.19% among 290,000; in the data active = inhibition mostly above about 51%, no sharp cut-off; inconclusive = no clear call, values can overlap the other calls; inactive = mostly below about 53%; note: some results filed as inactive read as strong as hits
# SV40 large T antigen: TAg ATPase/helicase activity blockers – biochemical (AID 1903); SV40 large T antigen ATPase/helicase inhibition assay; higher % means a stronger effect; inhibition, % at 20 µM, or IC50 in µM where a hit was titrated; hit rate 0.39% among 310,000; in the data active = a potency from the dose series; inconclusive = inhibition mostly from about 32% at the one dose, without a potency; inactive = the rest, 99 in 100 with inhibition below about 32%; note: strong numbers were not always called active
# GPR35 antagonists: GPR35 antagonists blocking zaprinast-driven arrestin recruitment, primary screen, imaging, U2OS, beta-arrestin-GFP, zaprinast agonist (AID 2058); hit rate 0.052% among 290,000; inhibition, % at 10 µM, or IC50 in µM where a hit was titrated; U2OS GPR35 beta-arrestin-GFP translocation imaging, zaprinast antagonism; higher % means a stronger effect;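 active = inhibition of at least 50% with at least 30 cells and total cytoplasm GFP at most 10,000,000; inconclusive = under 30 cells or total GFP of 10,000,000 plus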
# Dengue-2 NS5 capping: Dengue-2 NS5 methyltransferase inhibitors, primary screen, biochemical, confirmation dose response (AID 588689); hit rate 0.3% among 340,000; inhibition, % at 25 µM; hits with a dose series show IC50 in µM; Dengue-2 NS5 methyltransferase capping enzyme assay, biochemical; higher % means a stronger effect; in the data active = a potency from the dose series; inconclusive = inhibition above about 29% without an active follow-up result
# GPR55 LPI antagonism: GPR55 antagonists blocking LPI-driven arrestin recruitment, primary screen, imaging, U2OS, beta-arrestin-GFP, LPI agonist (AID 2013); U2OS GPR55 beta-arrestin-GFP translocation imaging, LPI antagonism; higher % means a stronger effect; inhibition, % at 10 µM; hits with a dose series show IC50 in µM; hit rate 0.13% among 290,000;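 active = spots per cell inhibited over 60%, with over 100 cells counted and total cytoplasm intensity under 500,000; inconclusive = wells with under 100 cells, flagged as likely toxic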;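 note: U2OS cells stably carrying GPR55 and arrestin-GFP stimulated by 5 µM LPI near EC80; imaged beta-arrestin-GFP aggregate spots per cell after agonist stimulation; plate controls were LPI-stimulated DMSO wells for no effect and DMSO wells without LPI for full effect; some results filed as inactive read as strong as hits; confirmed hits need IC50 under 10 µM and bright autofluorescent wells are also inconclusive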
# NTR1 ag cell count 20 µM: further read-out of NTR1 ag, marked with its call; cell count; measured here: cell count, cytotoxicity flag
# Dengue-2 NS5 capping pilot replicate: also measured in Dengue-2 NS5 capping; calls as there; inhibition, %; measured here: pilot screen replicate inhibition
# The depositor's hits bear a star; i = inactive; ? = inconclusive; . = not tested or not shown.
SMILES,MgcRacGAP inhibition,Yfh1-depleted yeast,NTR1 ag,NTR1 ag cell count 20 µM,GPR55 beta-arrestin,AID2073,SV40 large T antigen,GPR35 antagonists,Dengue-2 NS5 capping,GPR55 LPI antagonism,others
COc1ccccc1CNCC(=O)Nc1ccc(C(F)(F)F)cc1,25.0%,i,3.5,45,-0.1%,-11.0%,15.1%,6.5%,0.3%,-18.3%,
CC(C)CCOCC(O)CCC(=O)NNC(=S)Nc1ccccc1 (stereo not drawn),4.2%,i,-1.0,93,0.0%,-19.8%,18.1%,14.6%,-10.0%,0.2%,
CCNc1nc(NCC)nc(SCCOC(=O)Nc2ccc(Cl)cc2Cl)n1,-12.1%,i,9.6,67,-0.2%,-5.4%,1.7%,-1.2%,-1.9%,-7.9%,
Cc1ccc(S(=O)(=O)NC(c2ccccc2)C(C)C(=O)n2nc(C)cc2C)cc1 (stereo not drawn),1.7%,i,1.4,41,0.2%,-7.6%,6.7%,-12.8%,-6.2%,0.9%,
O=C(Nc1ccc(C(=O)OC2CCCCC2)cc1)c1ccncc1,-4.4%,.,3.0,69,-0.2%,24.1%,3.3%,-2.6%,-7.2%,2.7%,Dengue-2 NS5 capping pilot replicate=-4.9
CC1CC(C)CN(CCCNC(=O)c2ccc3nc(N4CCCCC4)sc3c2)C1 (stereo not drawn),12.7%,.,3.1,62,0.4%,22.1%,.,-16.1%,-2.8%,11.6%,
CCOc1ccc2nc(N3CCCCCC3)sc2c1,4.2%,i,3.3,66,-0.1%,-10.7%,-1.7%,3.8%,-2.7%,16.5%,
COc1ccc(CCNC(=O)COC(=O)Cn2cnc3ccccc32)cc1OC,2.3%,i,1.8,60,0.1%,-6.9%,0.9%,-0.9%,-0.7%,13.5%,
CCOc1ccccc1NC(=O)c1cc2ccccc2oc1=O,5.2%,.,0.0,61,-0.1%,10.6%,5.8%,6.9%,1.9%,-8.6%,
COc1cc(OC)cc(-n2nc(C(=O)NCCCN3CCOCC3)c3ccccc3c2=O)c1,4.6%,i,-1.2,56,-0.1%,-9.6%,0.4%,-1.5%,-0.7%,-6.2%,
O=C(CS(=O)(=O)Cc1ccccc1)Nc1ccc(S(=O)(=O)N2CCOCC2)cc1,11.3%,i,0.9,50,0.2%,5.7%,5.1%,0.7%,-5.9%,1.2%,
CCOc1ccc(-c2c(=O)n(OCC)c3ccccc3[n+]2[O-])cc1,5.8%,.,0.0,95,-0.1%,-4.2%,9.5%,2.0%,-16.3%,-9.3%,
O=C(Cn1cccc1C(=O)c1ccccc1)NCc1ccccn1,12.9%,i,-1.6,41,-2.3%,26.8%,5.2%,13.4%,-3.2%,19.1%,
CCC(C)c1ccccc1N1CC(C(=O)NCCc2ccc(OC)c(OC)c2)CC1=O (stereo not drawn),1.7%,.,0.8,96,.,.,13.0%,.,-5.1%,.,
O=C(O)c1ccc(N2CCCS2(=O)=O)cc1,7.9%,.,-0.5,36,0.5%,1.5%,2.6%,-5.0%,-0.8%,-9.4%,
COc1cccc(OC)c1C(=O)Nc1ccc(N2CCCC2)cc1,19.0%,.,-0.1,63,-0.1%,-11.3%,34.8%,-9.7%,10.6%,-13.4%,
CCC(C(=O)NCc1ccco1)n1nc(C)n2c(cc3occc32)c1=O (stereo not drawn),8.6%,.,0.5,47,-0.1%,9.3%,9.6%,-14.8%,-3.5%,4.4%,
CC(=O)c1c(O)c(C)c(O)c2c1OC1=CC(=O)C(C(C)=O)C(=O)[C@@]12C (stereo partly drawn),7.0%,.,-1.6,98,-0.1%,7.3%,.,2.8%,-32.6%,8.8%,
CC(C#N)(Nc1ccc(Cl)cc1)c1cccnc1 (stereo not drawn),3.6%,i,5.2,55,-0.4%,2.8%,3.2%,-7.9%,-9.7%,2.5%,
Nc1ncnc2c1ncn2[C@@H]1O[C@H](CO)C[C@H]1O,-1.6%,i,0.6,55,.,.,10.4%,.,-3.0%,.,
CC(=O)c1c(C)[nH]c(C(=O)Nc2c(C)n(C)n(-c3ccccc3)c2=O)c1C,0.8%,i,0.3,75,0.7%,10.9%,6.1%,-5.9%,-0.7%,-10.0%,
Cc1nc(Nc2ccc(C(=O)O)cc2)nc(Nc2ccc(C(=O)O)cc2)c1[N+](=O)[O-],5.3%,i,1.4,29,-0.5%,12.7%,21.9%,-0.5%,44.0%,1.7%,
Cc1ccc(Nc2nc(N)c3ccccc3n2)cc1Cl,17.0%,.,0.3,51,0.6%,18.4%,0.5%,-1.3%,-5.7%,-12.1%,
COc1ccc(NC(=O)c2ccc(S(=O)(=O)N3CCCCC3)cc2)c(OC)c1,6.2%,.,0.5,52,0.7%,16.4%,10.6%,-7.4%,-7.3%,5.8%,
CSc1ccc(S(=O)(=O)NCC(=O)OCC(=O)N(C)Cc2ccccc2)cc1[N+](=O)[O-],-0.6%,.,0.4,56,.,.,4.8%,.,-4.3%,.,
CC(=O)c1ccc(C(=O)N2CCCC(CO)(Cc3ccccc3C)C2)s1 (stereo not drawn),10.2%,.,0.7,79,0.0%,0.3%,.,-3.4%,-4.5%,2.0%,
CC(NC(=O)C1CCC(CNc2c(N3CCOCC3)c(=O)c2=O)CC1)c1ccccc1 (stereo not drawn),3.9%,i,6.6,62,-0.2%,4.9%,-0.2%,-11.7%,-0.7%,-0.4%,
c1ccc(-c2nc(N3CCCC3)nc3ccccc23)cc1,6.2%,i,4.5,45,-0.2%,7.6%,23.7%,7.9%,.,-2.4%,
COCC(=O)NCCc1nc2ccccc2[nH]1,1.7%,i,1.2,63,-0.1%,-1.0%,9.1%,-6.4%,0.7%,18.4%,
CCOC(=O)c1cc2ccccc2nc1C,8.3%,i,-1.2,97,0.3%,2.2%,15.5%,-2.9%,1.6%,99.2%,
Cc1ccc(-n2cc(C(=O)c3ccc4ccccc4c3O)cn2)cc1,7.9%,i,3.3,81,0.1%,22.4%,2.1%,0.7%,-3.3%,1.5%,
CNC(=S)N/N=C(\C)c1ccc(N2CCOCC2)cc1,3.8%,i,.,.,0.3%,-18.7%,4.1%,13.4%,4.5%,2.8%,
Cc1cc(=O)oc2cc(OCC(=O)NC3CCCC3)ccc12,3.1%,.,-1.6,95,0.2%,0.6%,8.4%,-0.1%,-1.4%,-4.4%,
Cn1nc(Oc2nc(N3CCOCC3)nc(N3CCOCC3)n2)ccc1=O,3.2%,i,0.5,83,0.3%,8.0%,4.0%,-2.2%,-8.9%,1.5%,
Cn1[nH]c(=O)c2ccccc2c1=O,1.5%,i,-0.9,48,0.8%,2.8%,9.4%,13.8%,-2.8%,1.9%,
CC(Oc1cccc(Cl)c1)C(=O)N1CCCN(C)CC1 (stereo not drawn),9.4%,.,-0.5,48,-0.1%,1.0%,3.6%,4.2%,-0.7%,9.4%,
CCC(C)NS(=O)(=O)c1ccc(OCC(=O)NCc2cccnc2)cc1 (stereo not drawn),4.2%,i,1.7,87,-0.2%,-4.6%,0.8%,1.8%,-4.8%,-11.1%,
O=C(CSc1ccc2c(c1)OCCO2)Nc1ccc(N2CCOCC2)cc1,5.7%,i,1.5,64,-0.4%,-8.6%,0.5%,22.6%,-3.7%,2.0%,
Cc1nnc(SCc2cccc(CSc3nnc(C)s3)c2)s1,8.9%,i,1.0,49,-0.1%,10.6%,8.7%,-3.8%,0.0%,7.4%,
O=C(CCNc1n[nH]c(=O)[nH]c1=O)N1CCOCC1,-0.8%,i,-0.4,78,0.6%,1.4%,0.5%,1.9%,1.4%,11.8%,
CCN(CC)S(=O)(=O)c1ccc(NC(=O)C(OC)c2ccccc2)cc1 (stereo not drawn),11.8%,i,4.2,98,-0.4%,-2.4%,2.7%,11.7%,-0.7%,6.1%,
COc1ccc(-c2cc(C(=O)Nc3cc(C)nn3-c3ccccc3)no2)cc1,7.7%,i,-1.1,78,-0.1%,11.3%,0.8%,4.8%,-6.5%,-2.9%,
NC(N)=N/N=C/c1ccccc1,8.9%,i,-1.6,45,-0.2%,-0.4%,-3.7%,16.5%,1.4%,4.4%,
Cc1cnc(C(=O)Nc2ccccc2C(=O)N2CCOCC2)cn1,0.1%,.,-2.2,96,0.0%,-1.7%,11.3%,-13.9%,-10.7%,-6.2%,
Cn1c(C(=O)NCCCN2CCN(c3cccc(Cl)c3)CC2)cc2c(=O)n(C)c3ccccc3c21,3.4%,i,12.7,68,1.6%,23.9%,-4.4%,7.6%,-2.2%,16.9%,
Cn1c(SCC(=O)NCc2cccs2)nnc1-c1ccc(O)cc1,3.1%,i,0.0,60,0.6%,8.3%,29.2%,7.2%,.,3.3%,
N#Cc1c(N)sc2c1CCN(C(=O)OCc1ccccc1)C2,19.4%,i,1.7,57,-0.2%,5.1%,34.6%,-3.8%,-4.9%,-12.0%,
COc1ccc(NC(=O)COc2nsnc2N2CCOCC2)c(OC)c1,.,.,-0.3,57,0.0%,5.7%,4.0%,-8.7%,0.0%,-10.4%,
O=C(NCCCN1CCCCC1)C1CC(=O)N(CCc2ccccc2)C1 (stereo not drawn),10.4%,.,-0.1,50,-0.1%,-17.2%,11.1%,4.5%,8.0%,7.9%,
Cc1cc2oc(C(=O)N3CCN(Cc4ccccc4)CC3)c(C)c2cc1C,10.4%,.,4.2,58,.,.,24.4%,.,2.3%,.,
CCC(CO)Nc1ncnc2c1cnn2-c1ccc(Cl)cc1 (stereo not drawn),-1.1%,i,-1.1,85,-0.1%,-2.6%,3.0%,0.8%,-4.2%,-3.4%,
Cc1ccc(N(CC(N)=O)C2SC(=O)NC2=O)cc1 (stereo not drawn),4.0%,i,0.1,101,-0.2%,-9.9%,1.1%,14.8%,-4.4%,1.2%,
CC(C)(C)OC(=O)NN1CC(=O)N2Cc3[nH]c4ccccc4c3C[C@H]2C1=O,7.5%,.,-1.4,72,0.3%,11.3%,16.7%,6.6%,-7.8%,4.2%,
Cc1nn(C)c(C)c1S(=O)(=O)N1CCC(C(=O)NC(C)c2ccccc2)CC1 (stereo not drawn),7.5%,i,0.9,42,-0.1%,2.6%,-2.6%,6.9%,-5.2%,0.1%,
CCN1C(=O)c2cccc3c(S(=O)(=O)NCC4CCCO4)ccc1c23 (stereo not drawn),10.2%,i,0.7,47,-0.1%,?,4.6%,-3.1%,-8.5%,4.3%,
